Vif inh – HIV Vif inhibition | HEK293T cells, Vif self-association by quenched fluorescence, imaging, 24 h | inhibition, % at 7.49 µM | 340,000 compounds, 0.35% hits; in the data active = inhibition above about 50%, passing the limit was not always enough; also: some results filed as inactive read as strong as hits
Peg3 promoter – inhibitors of Peg3 promoter | 360,000 compounds, 1.7% hits | inhibition, % at 20 µM | HeLa PEG-Prom luciferase reporter, luminescence, overnight;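 active = inhibition of at least 50% at 20 µM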
CaV13 ICDI inh – Primary screen for inhibitors of IQ motif and Ca2+-dependent inactivation inhibitor domain binding in CACNA1D, Förster resonance energy transfer in living cells, …. HEK cells, CFP/YFP FRET ICDI-IQ, plate reader, 10 min; percent FRET-ratio fall versus neutral wells. AID 743397. 340,000 compounds, 0.098% hits. inhibition, % at 12.3 µM;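 active = mean replicate inhibition of at least 30% and at least 1% of replicates passing that level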;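 also: 0% = median of the neutral control wells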
NR2E3 ag-1 – NR2E3 (human) agonism. GST-NR2E3/biotin-RetCOR TR-FRET, 1536-well. 320,000 compounds, 0.12% hits. inhibition of corepressor binding, % at 4.78 µM. Q9Y5X4. AID 2300;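 active = percent inhibition above the cutoff of mean plus 3 SD of all tested compounds, set per screening campaign, cut at about 20% in these data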;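 also: 0% = DMSO wells and 100% = biotin wells as full block of FRET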
Target sequence (Q9Y5X4 whole entry, looked up): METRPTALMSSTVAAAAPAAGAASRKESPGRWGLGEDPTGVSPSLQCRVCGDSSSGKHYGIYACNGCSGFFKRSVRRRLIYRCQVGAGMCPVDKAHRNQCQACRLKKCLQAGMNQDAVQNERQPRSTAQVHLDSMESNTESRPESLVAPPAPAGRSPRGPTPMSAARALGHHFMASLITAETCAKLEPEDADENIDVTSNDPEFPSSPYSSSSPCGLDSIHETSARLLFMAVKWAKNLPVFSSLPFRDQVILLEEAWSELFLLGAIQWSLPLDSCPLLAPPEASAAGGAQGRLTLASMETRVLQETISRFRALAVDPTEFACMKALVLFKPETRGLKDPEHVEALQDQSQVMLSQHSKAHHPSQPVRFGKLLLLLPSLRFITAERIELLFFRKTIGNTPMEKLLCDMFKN
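System: GST-NR2E3 and biotin-RetCOR proteins; probe or stimulus: 7 nM biotin-RetCOR; doses: compound at 4.8 µM, single dose; schedule: Compound–protein incubation for 5 h at 4 °C; detection: time-resolved FRET; read-out: percent inhibition; controls: biotin wells as high control, 0.6% DMSO wells as low control; format: 1536-well plates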
CF NFkB inh – inhibitors of cystic fibrosis induced NF-kB; KKLEB NF-kB-GFP reporter, PAF-induced, GFP fluorescence overnight; inhibition, % at 5 µM; 360,000 compounds, 0.86% hits;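 active = at least 50% inhibition at 5 µM, scaled per plate between neutral and stimulator controls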;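 also: PAF is a Pseudomonas aeruginosa culture filtrate used as stimulus; plate controls were PAF-stimulated DMSO wells for no effect and unstimulated DMSO wells for full effect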
HIF-2a inh – inhibitors of HIF-2a; 786-0 RCC cells HIF-2a reporter, luciferase luminescence, overnight; inhibition, % at 18.8 µM; 360,000 compounds, 0.72% hits; AID 624352;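 active = inhibition of the luminescence signal of 40% or more relative to plate controls, in a single-dose primary screen at 18.75 µM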
KKLEB cytotox – counter-screen for CF NF-kB inhibitors: cytotoxicity; KKLEB CF airway cells viability, ATPlite luminescence, overnight; hits give low values; cells stimulated with P. aeruginosa culture filtrate; activity change (cytotoxicity), % at 5 µM; 360,000 compounds, 0.36% hits;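 active = corrected activity change at or below -50% at 5 µM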
PDI turbidity – inhibitors of human protein disulfide isomerase; P07237; 350,000 compounds, 0.052% hits; inhibition, % at 10 µM; PDI insulin aggregation turbidity, A650, 90 min;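 active = mean inhibition across replicates of 30% or more, whatever share of single replicates reach that level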;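 also: absorbance from insulin aggregation driven by PDI reduction with DTT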
Target sequence (P07237 whole entry, looked up): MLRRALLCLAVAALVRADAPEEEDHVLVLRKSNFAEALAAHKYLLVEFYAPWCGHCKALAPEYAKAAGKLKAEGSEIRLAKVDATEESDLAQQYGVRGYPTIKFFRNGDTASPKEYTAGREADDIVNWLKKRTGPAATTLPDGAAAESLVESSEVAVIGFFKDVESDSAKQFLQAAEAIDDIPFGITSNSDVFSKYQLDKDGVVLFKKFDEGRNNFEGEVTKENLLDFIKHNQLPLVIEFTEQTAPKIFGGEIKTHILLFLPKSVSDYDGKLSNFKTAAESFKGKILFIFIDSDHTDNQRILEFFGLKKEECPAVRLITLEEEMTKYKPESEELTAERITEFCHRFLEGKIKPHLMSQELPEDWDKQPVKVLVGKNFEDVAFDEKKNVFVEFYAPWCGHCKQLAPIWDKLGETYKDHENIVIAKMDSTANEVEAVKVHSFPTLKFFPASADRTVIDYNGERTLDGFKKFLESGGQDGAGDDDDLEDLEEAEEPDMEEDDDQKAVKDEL
MITF TRPM1 inh – MITF TRPM1 promoter inhibition in SK-MEL-5 cells; inhibition, % at 12.5 µM; 330,000 compounds, 0.83% hits; SK-MEL-5 TRPM1 promoter luciferase, 24 h; AID 488899;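 active = mean inhibition across replicates of 60% or more, whatever share of single replicates reaches that level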; also: values of inactives mirror those of a sister screen read the other way
Shn3 inh set2 – inhibitors of Schnurri-3 3'UTR reporter in osteoblasts | 360,000 compounds, 0.52% hits | Clone20 osteoblast Shn3 3'UTR firefly luciferase, 24 h | inhibition, % at 12.5 µM;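 active = mean inhibition of at least 75% with every replicate also reaching 75%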;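 also: 0% = median of neutral control wells and 100% = pilot-screen positive control compound; some compounds past the cut are filed as inactive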
NR2E3 ag-2 – human photoreceptor-specific nuclear receptor agonism | 360,000 compounds, 0.35% hits | AID 602229 | CHO-S Gal4-NCOR/VP16-NR2E3 two-hybrid, luciferase | inhibition of corepressor binding, % at 3.98 µM;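 active = inhibition above the mean of all tested compounds plus 3 SD, cut at about 70% in these data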;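 also: 0% = DMSO with NR2E3 transfected cells and 100% = cells lacking NR2E3 construct; higher means lower luciferase signal from less NR2E3 corepressor binding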
The depositor's hits bear a star; x = not tested or not shown; & = joins results of further samples. An unsorted share of the library, and some 3.3% of all compounds hit somewhere here.

SMILES	Vif inh	Peg3 promoter	CaV13 ICDI inh	NR2E3 ag-1	CF NFkB inh	HIF-2a inh	KKLEB cytotox	PDI turbidity	MITF TRPM1 inh	Shn3 inh set2	NR2E3 ag-2
CCN(CC)S(=O)(=O)c1ccc2oc(SCC(=O)NCc3ccccc3)nc2c1	-13	10	-5	-1	-2	10	-8	3	8	20	-11
CC(=O)Nc1cc2c(cc1Cl)-c1ccccc1C2O (configuration not stated)	-1	-15	-6	x	-3	-48	-6	2	-4	-42	-8
O=C(O)c1ccc(Nc2ccc3nonc3c2[N+](=O)[O-])cc1	10	15	-7	0	9	22	2	5	0	-4	-32
CCOC(=O)c1c(C)[nH]c(C(=O)OCC(=O)N(CC(C)C)C2CCS(=O)(=O)C2)c1C (configuration not stated)	-10	22	-3	1	7	7	8	-51	-5	10	8
CN1/C(=C\C(=O)c2cccc([N+](=O)[O-])c2)Sc2ccccc21	8	-306	-6	5	4	-215	6	4	-17	-75	-112
O=C(Nc1ccc2c(c1)OCO2)C(c1ccc(Cl)cc1)N1CCN(C(=O)c2ccco2)CC1 (configuration not stated)	2	8	-4	3	9	14	1	-4	-3	2	-32
O=C(CN1CCN(Cc2ccc(Cl)cc2)CC1)N/N=C/c1cccs1	0	-3	-4	2	12	7	-5	-5	4	16	-5
COc1ccc(C2C(C(=O)N3CCN(c4ccccn4)CC3)CCC(=O)N2c2cc(OC)c(OC)c(OC)c2)cc1 (configuration not stated)	2	-7	-16	-2	-18	4	1	-5	6	4	-33
COc1ccc(CCn2c(C)cc(C(=O)CSc3nnc(N)s3)c2C)cc1	-11	-6	x	6	-7	-23	11	6	-12	11	-2
COc1ccc(COc2cccnc2N)cc1	23	-102	-19	-1	20	-99	-14	-1	-27	-16	-19
C=CCNCCCOc1ccc(C(C)(C)c2ccccc2)cc1	0	20	-2	-5	9	16	-8	3	-5	7	15
O=C(OCC(=O)N1CCCC1=O)c1cccc([N+](=O)[O-])c1	2	-26	-3	1	22	-12	-5	5	-1	3	-45
CC(C)(C)c1cc2cccnc2n1Cc1ccccc1	-3	-3	x	0	-19	15	11	2	-9	3	-38
Cc1ccc(Nc2cc(C)c3ccc(O)cc3n2)cc1C	8	-176	4	0	18	-23	-4	4	-79	x	-28
COc1ccc(NC(=O)[C@@H](NC(=O)N2C[C@H]3C[C@@H](C2)c2cccc(=O)n2C3)C(C)C)cc1OC	-5	2	x	-1	-12	4	6	x	5	7	21
Cc1ccc(N(CC(=O)NCc2ccncc2)S(C)(=O)=O)cc1Cl	6	1	0	1	-5	14	6	-1	1	2	22
CCC(=O)N1c2ccc(S(=O)(=O)N3CCN(c4ccccc4Cl)CC3)cc2CC1C (configuration not stated)	2	21	-2	-6	-13	13	0	-2	-5	-56	22
CSc1ccc(C(=O)C2CCCN(C(=O)CCn3cncn3)C2)cc1 (configuration not stated)	-13	-2	-5	0	-9	-8	4	6	-4	-4	6
CC1CCN(c2nc(CN3CCCCC3)nc3scc(-c4ccccc4)c23)CC1	-6	42	-3	-2	3	18	-10	4	12	2	-18
Cc1ccc(/C=C2\SC(=S)N(CC3CCCO3)C2=O)o1 (configuration not stated)	3	-136	-5	-2	3	-57	-10	-1	-55	-9	-7
CCNC(=O)COC(=O)c1ccc(-n2nc(C)cc2C)cc1	-10	-15	-2	2	-12	4	13	6	8	17	-23
OCCNC(=S)NCCc1ccccc1	-4	-5	-4	3	-28	-6	13	1	7	-7	-9
COc1ccc(CCNC(=O)CSCc2ccc([N+](=O)[O-])cc2)cc1	-1	10	-21	3	-16	21	-6	-3	3	3	-13
O=C(CN1CCOCC1)NN1CC(=O)N(c2ccc(Cl)cc2)CC1=O	4	4	-5	5	-24	12	30	12	-4	12	-10
CNC(=O)c1csc(-c2ccc(Cl)cc2)n1	3	-89	-4	3	-2	-143	-29	7	-16	-11	-14
CCN(CC)CCC(c1cc(OC)c(OC)c(OC)c1)c1c(OC)cc(OC)c2c(C)cc(=O)oc12 (configuration not stated)	-4	-1	-10	0	0	8	-12	2	-3	12	1
O=C(CSc1nnc(-c2ccccn2)n1Cc1ccccc1)N1CCOCC1	0	9	-2	-1	-1	8	7	1	-2	-16	-4
COc1ccc(S(=O)(=O)N(C)C[C@H]2Oc3ncc(C#CC4(O)CCCC4)cc3C(=O)N([C@@H](C)CO)C[C@@H]2C)cc1	-3	11	x	x	-11	5	10	-5	x	-1	27
C=CCn1c(C)cc(-c2csc(NC(=O)CCc3nc4ccccc4c(=O)[nH]3)n2)c1C	2	-6	-6	-2	-3	10	-13	3	6	-8	-4
Cc1cc(C(=O)COC(=O)c2ccc(NC(=O)CC#N)cc2)c(C)n1CC(F)(F)F	3	-213	-5	x	-4	-191	5	-5	x	-120	-62
O=C(CSc1nccn1-c1ccccc1)NCc1ccc2c(c1)OCO2	4	12	-2	1	8	15	-3	-11	4	23	16
CCOC(=O)C1CCCN(C(=O)c2cccc(S(=O)(=O)N(C)c3ccc(C)cc3)c2)C1 (configuration not stated)	2	21	-2	1	12	8	-5	8	14	21	-26
COC(/C(=N/O)c1ccc(Cl)cc1)c1ccccc1 (configuration not stated)	-5	-35	-21	3	10	-86	-6	14	-17	71	59
Cc1cccc(NC(=O)C(C)n2cc([N+](=O)[O-])cn2)n1 (configuration not stated)	-3	6	3	3	4	17	11	6	7	5	-18
CCCCc1ccc(S(=O)(=O)NC2CCS(=O)(=O)C2)cc1 (configuration not stated)	-15	9	-4	-2	-2	15	2	-11	9	53	29
CC(=O)c1cccc(OCC(O)CNCCOc2ccc(C)cc2)c1 (configuration not stated)	8	6	-2	0	8	13	-1	-78	-4	-6	-4
Cc1cc(CNC(=O)C2CCC(=O)N(Cc3cccc(C(F)(F)F)c3)C2)no1 (configuration not stated)	6	7	-2	4	0	-6	6	-14	-1	1	-35
Cc1ccc(N2CCN(C(=S)Nc3ccccc3)CC2)cc1	-8	1	-6	4	-14	13	8	10	5	2	-4
CCOC(=O)C1CCN(C(=O)c2ccc3c(c2)NC(=O)/C(=C\c2ccc(C)cc2)S3)CC1	28	24	-6	1	0	-6	5	0	-6	15	-9
O=C(CNC(=O)c1ccccc1)NCCCSc1ccccc1	11	4	-5	x	13	-2	0	10	-10	8	-15
Nc1c(C(=O)NCCN2CCOCC2)c2nc3ccccc3nc2n1CCc1ccccc1F	-11	7	1	1	6	1	-8	9	3	5	-20
Cc1cc2cc(OCC(=O)O)ccc2n1C	5	1	-5	1	6	7	-12	4	2	32	-15
Cc1ccc(C(=O)OCC(=O)N(C)c2c(N)n(Cc3ccccc3)c(=O)[nH]c2=O)s1	-5	1	-5	-1	-15	10	6	-1	-9	-5	-11
COc1ccc(NCC(=O)N2CCCC2)cc1Cl	-21	-37	-4	1	16	-75	21	1	2	-38	7
Cc1ccc(CC(=O)c2ccc(Cl)cc2)cc1	-13	-205	-3	-5	17	-276	-31	0	-92	-31	-20
CCOc1c(Br)ccc2c1sc1nc[nH]c(=O)c12	7	-2	0	-4	31	-19	-4	-21	-11	5	-9
O=C(OCc1cc(=O)oc2cc(O)ccc12)c1cc(S(=O)(=O)N2CCOCC2)ccc1F	1	21	-2	-4	-25	4	-8	1	24	0	-2
CC(C)CCN1CCN(Cc2cccc(C(F)(F)F)c2)CC1CCO (configuration not stated)	1	0	-15	0	6	6	-7	9	-8	14	14
O=S(=O)(NCCCN1CCOCC1)c1ccc2c(c1)OCCO2	18	10	11	4	-1	-2	4	0	11	8	-16
CC(CC(=O)Nc1ccc(F)cc1F)S(=O)(=O)c1ccc2c(c1)NC(=O)CO2 (configuration not stated)	-4	-2	-3	0	1	-7	4	16	4	-24	-8
Cc1ccc(CN(C(=O)C(F)(F)F)C(C(=O)NC2CCCCC2)c2ccco2)cc1 (configuration not stated)	18	9	-4	1	2	15	2	4	3	-36	6
O=C(O)CCCn1cc(NC(=O)c2ccc(F)cc2)cn1	7	6	-4	1	-20	7	13	-1	2	4	6
CCOc1ccc(-c2cc(CCCC(=O)NCc3ccc(C)cc3)no2)cc1	x	-50	-4	7	-22	12	0	x	20	32	-25
C=CCN(CC=C)C(=O)C1CCN(S(=O)(=O)c2ccc(N3CCCC3=O)cc2)CC1	-2	6	-7	3	3	6	-8	-2	-3	10	14
COc1ccccc1C(=O)C1CCCN(C(=O)c2cccc(-n3cccn3)c2)C1 (configuration not stated)	0	6	-1	0	2	7	-1	3	-5	-4	-26
CC1=CC(C)(C)NC(=S)N1c1cccc(C)c1	-4&3	3&-1	-9&-10	2	1&14	-3&5	5&4	-2&-10	-12&0	-9&-27	-3&-5
COc1ccc(C(=O)NCC(=O)OCC(=O)N2CCc3ccccc32)cc1	0	-6	-3	3	20	11	-11	1	0	-3	-44
O=C(NC1CCCCC1)C(c1ccc2ncccc2c1)N(Cc1ccc(F)cc1)C(=O)c1ccc2c(c1)OCCO2 (configuration not stated)	-2	27	-10	1	-8	-2	14	7	23	-3	-1
O=C(O)c1ccccc1S(=O)(=O)NCC(O)COc1ccc(Br)cc1 (configuration not stated)	1	-11	-5	-1	21	21	-1	4	-4	-11	-9
O=C(CN1CCCN(Cc2ccc(F)cc2Cl)C1=O)NC1CCCCCC1	-9	-1	-7	2	-3	12	-1	4	4	8	-12

Of the compounds above, 3 contain a furan ring, fused or not:
SMILES	Vif inh	Peg3 promoter	CaV13 ICDI inh	NR2E3 ag-1	CF NFkB inh	HIF-2a inh	KKLEB cytotox	PDI turbidity	MITF TRPM1 inh	Shn3 inh set2	NR2E3 ag-2
O=C(Nc1ccc2c(c1)OCO2)C(c1ccc(Cl)cc1)N1CCN(C(=O)c2ccco2)CC1 (configuration not stated)	2	8	-4	3	9	14	1	-4	-3	2	-32
Cc1ccc(/C=C2\SC(=S)N(CC3CCCO3)C2=O)o1 (configuration not stated)	3	-136	-5	-2	3	-57	-10	-1	-55	-9	-7
Cc1ccc(CN(C(=O)C(F)(F)F)C(C(=O)NC2CCCCC2)c2ccco2)cc1 (configuration not stated)	18	9	-4	1	2	15	2	4	3	-36	6

Going on with the list.
SMILES	Vif inh	Peg3 promoter	CaV13 ICDI inh	NR2E3 ag-1	CF NFkB inh	HIF-2a inh	KKLEB cytotox	PDI turbidity	MITF TRPM1 inh	Shn3 inh set2	NR2E3 ag-2
N#Cc1ccccc1NC(=O)Nc1ccccc1	5	3	-7	2	5	-8	11	9	-6	12	-35
O=C(NCc1ccco1)c1ccc(C(F)(F)F)cc1	5	-14	-6	4	3	-17	-14	-2	-4	-19	-24
Cc1nc2c(OCc3cccc(Cl)c3)cccn2c1N(C)CC1CC1	-11	-12	x	x	8	-161	-4	5	x	15	79*
COc1ccc(OC)c(CCNC(=O)C(C)n2nc(C)c3c(C)n(-c4ccc(C)cc4)nc3c2=O)c1 (configuration not stated)	-12	1	-7	1	0	16	-10	13	15	76	39
Cc1csc(=NC(=O)c2ccccc2)n1C	0	-259	-4	1	-2	-243	-5	8	-60	-69	-129

Screening results deposited in PubChem by several laboratories.
